High-throughput results deposited in PubChem by National Center for Advancing Translational Sciences (NCATS).
Menin-MLL TR inh – qHTS Assay for Inhibitors Targeting the Menin-MLL Interaction in MLL Related Leukemias: Competition With Texas Red Labeled MLL-derived Mutant Peptide; O00255; Menin + Texas Red MLL mutant peptide, fluorescence polarization; Potency, µM (doses to about 61.6 µM), for the others: at the top dose FP activity change, negative = inhibition, most hits filed as inhibitors; 0.23% of 270,000 active; AID 1768, 2009; active means well fitted inhibition curve with a large enough effect in the polarisation, with a control signal flat, not every such curve was filed as active; inconclusive means small, poorly fitted or top-dose-only effect, or effect the other way, or a change in a side signal; inactive means no such curve, though single readings can be large or run the other way; the % refers to the polarisation; further: potency means the concentration at half of the fitted maximal effect; % of control where 0% means no effect; many of its hits are not listed in these tables
MLL CXXC-DNA inh – qHTS Fluorescence Polarization Assay for Inhibitors of MLL CXXC domain - DNA interaction. Histone-lysine N-methyltransferase 2A (Homo sapiens), Q03164. MLL-CXXC / FITC-HOXA9 DNA fluorescence polarization. Potency, µM (doses to about 115 µM), inactives show at the top dose activity change, negative = inhibition, hits mostly inhibitors. 0.037% of 290,000 active. AID 2662, 2010; active means well fitted inhibition curve with a large enough effect in the polarisation, with a control signal flat, not every such curve was filed as active; inconclusive means small, poorly fitted or top-dose-only effect, or effect the other way, or a change in a side signal; inactive means no such curve, though single readings can be large or run the other way; the % refers to the polarisation; further: potency means the concentration at half of the fitted maximal effect
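Steps: dispense CXXC domain solution (7 uM) → pin compounds or unlabeled HOX-A9 DNA control → 5 min ambient → add FLSN-HOX-A9 solution (50 nM) → spin → 30 min ambient → fluorescence polarization. Tris pH 7.5/NaCl/DTT/BSA buffer.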
USP2a block – qHTS Assay for Inhibitors of Ubiquitin-specific Protease USP2a Using CHOP2 as the Reporter; USP2 core, Ub-CHOP2 coupled fluorogenic reporter, 485/531; 0.01% of 330,000 active; Potency, µM (top dose mostly 38.3 µM), without a hit: top-dose activity change, negative = inhibition, hits mostly inhibitors; Ubiquitin carboxyl-terminal hydrolase 2 (Homo sapiens), O75604;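 further: potency means the concentration at half of the fitted maximal effect; plate controls were DMSO wells for no effect and full inhibition by NEM control for full effect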
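USP2 core (10nM final) preincubated 30min RT with compound in 20mM Tris-HCl pH 8.0, 2mM CaCl2, 2mM beta-mercaptoethanol, 0.05% CHAPS; 25nM Ub-CHOP2 plus 25nM reporter substrate added, fluorescence (Ex485/Em531) read after 60min.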
Coupling enz – qHTS Assay for Inhibitors of Fructose-1,6-bisphosphate Aldolase from Giardia Lamblia: Coupling assay counterscreen | activity change, negative = inhibition, % at 58.2 µM, hits read low | AID 2472, 2010 | coupling enzyme system counterscreen, AmpLite Red fluorescence | 0.67% of 290,000 active; in the data active means activity change below about -30%; further: on the % scale 0 is the no-effect control and ±100 the full control effect
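Counterscreen of the coupled detection system alone, without aldolase: glyceraldehyde-3-phosphate coupling enzymes plus AmpLite Red readout. Compounds at 57.5 uM final, 10 min RT preincubation, 20 min RT reaction, fluorescence 525/598 nm.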
Giardia kill – Small Molecules that selectively kill Giardia lamblia: qHTS; Giardia lamblia trophozoite viability; activity change, % at 7.66 µM, hits read low; 0.15% of 340,000 active; AID 540267, 2011; in the data active means activity change below about -80%; inconclusive means between about -30% and that limit;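 further: parasites exposed to compound for two days anaerobically before the ATP read; on the % scale 0 is the no-effect control and ±100 the full control effect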
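Trophozoites 100 cells/well + cpd; 48 hrs, 37 deg C, anaerobic. ATPLite 1-Step added, 15-30 min RT, luminescence read (ATP-based viability).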
GALK inh – qHTS Assay for Inhibitors of Human Galactokinase (GALK) | P51570 | Purified GALK, Kinase-Glo residual ATP luminescence | Potency, µM (series often up to 57.5 µM), without a hit: top-dose activity change, negative = inhibition, hits mostly inhibitors | 0.007% of 270,000 active | AID 1868, 2009; further: potency means the concentration at half of the fitted maximal effect; on the % scale 0 is the no-effect control and ±100 the full control effect
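Human GALK (5 nM) with 35 uM ATP and 100 uM galactose in 20 mM HEPES pH 8.0, 5 mM MgCl2, 60 mM NaCl, 1 mM DTT, 0.01% BSA. After 1 h at room temperature, leftover ATP was read by Kinase-Glo Plus luminescence.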
TRPV1 agonist – HTS Assay for Compounds that Act as Agonists of the Vanilloid Receptor 1 | TRPV1-expressing cells, Fluo-8 calcium influx, agonist mode | activation, % at 8.33 µM | 0.19% of 320,000 active | AID 540275, 2011; in the data active means activation above about 80%; inconclusive means between about 30% and that limit; further: 0% is about no effect
Target sequence (Q8NER1 whole entry, looked up): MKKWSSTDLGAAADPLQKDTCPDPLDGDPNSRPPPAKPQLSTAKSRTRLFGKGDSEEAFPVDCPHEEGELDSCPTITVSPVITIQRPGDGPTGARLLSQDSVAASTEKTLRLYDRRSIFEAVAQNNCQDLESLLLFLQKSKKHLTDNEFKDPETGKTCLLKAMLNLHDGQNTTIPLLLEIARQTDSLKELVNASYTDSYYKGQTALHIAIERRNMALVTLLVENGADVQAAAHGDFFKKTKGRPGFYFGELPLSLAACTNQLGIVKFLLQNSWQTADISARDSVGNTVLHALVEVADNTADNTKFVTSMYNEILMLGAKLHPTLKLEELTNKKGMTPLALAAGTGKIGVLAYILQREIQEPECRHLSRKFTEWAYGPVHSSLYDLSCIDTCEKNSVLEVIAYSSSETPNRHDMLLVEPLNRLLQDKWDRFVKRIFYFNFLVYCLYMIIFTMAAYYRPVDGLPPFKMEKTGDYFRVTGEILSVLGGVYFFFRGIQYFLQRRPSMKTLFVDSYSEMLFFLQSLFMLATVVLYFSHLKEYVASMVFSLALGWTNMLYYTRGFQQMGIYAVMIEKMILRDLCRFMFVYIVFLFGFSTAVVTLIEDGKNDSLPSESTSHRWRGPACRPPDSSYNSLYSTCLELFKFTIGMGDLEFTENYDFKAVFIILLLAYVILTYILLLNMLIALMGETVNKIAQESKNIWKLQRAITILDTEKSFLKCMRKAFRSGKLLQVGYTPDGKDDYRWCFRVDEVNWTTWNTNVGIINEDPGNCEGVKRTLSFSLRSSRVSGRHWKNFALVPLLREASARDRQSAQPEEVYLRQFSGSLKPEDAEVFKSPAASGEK
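Fluo-8 calcium influx in TRPV1-expressing cells, kinetic read (ex 480/em 520 nm). Compound added and read 3 min for agonist activity, followed by capsaicin at EC20 final and 2 min further read for enhancement.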
B2AR arrestin – qHTS assay of beta-arrestin-biased ligands of beta2-adrenergic receptor; Beta-2 adrenergic receptor (Homo sapiens), P07550; beta-arrestin recruitment to beta2AR, cell-based reporter; Potency, µM (titrated, usually from 46.1 µM), without a hit: top-dose activation, actives largely listed as activators; 0.02% of 330,000 active;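 further: potency means the concentration at half of the fitted maximal effect; 0% = DMSO controls and full agonism = EC100 isoproterenol or metaproterenol; nearly all actives have a fitted effect of over 65% in size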
KCNH2 WT inh – qHTS for Inhibitors of KCHN2 3.1: Wildtype qHTS; activity change, % at 1.84 µM; U2OS, BacMam KCNH2, thallium flux FluxOr; hits give low values; 0.37% of 340,000 active; Voltage-gated inwardly rectifying potassium channel KCNH2 (Homo sapiens), Q12809;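 active means maximum activity change below -70%; inconclusive means maximum activity change between -70% and -50%; inactive means maximum activity change above -50%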; further: on the % scale 0 is the no-effect control and ±100 the full control effect
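U2OS cells transduced with wild-type KCNH2 virus are loaded with FluxOr dye for 45 min, and thallium flux is measured in kinetic reads before and after stimulation buffer. Rate constants are normalized to DMSO controls.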
KCNH2 3.1 inh – qHTS for Inhibitors of KCHN2 3.1: Mutant qHTS; Potassium voltage-gated channel subfamily H member 2, brain isoform KCNH2 3.1 (human); U2OS KCNH2 3.1, thallium flux FluxOr; hits give low values; activity change, % (tested at about 1.8 µM); 0.95% of 340,000 active;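 active means maximum activity change below -70%; inconclusive means maximum activity change from -70% to -50%; inactive means maximum activity change above -50%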;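 further: thallium influx rate constant from kinetic fluorescence after stimulation buffer; on the % scale 0 is the no-effect control and ±100 the full control effect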
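Thallium flux via FluxOr fluorescence (Red40 quencher, 45 min loading) in U2OS cells virally expressing the KCNH2 3.1 isoform (1.77 x 10^8 /mL virus, overnight at 37 C). Rate constants from 2-min kinetic reads post-stimulation, normalised to positive and negative controls.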
PKM2 act – qHTS Assay for Activators of Human Muscle isoform 2 Pyruvate Kinase; Pyruvate kinase PKM (Homo sapiens), P14618; purified PKM2, Kinase-Glo ATP luminescence, activation; response scale: 0% is enzyme alone, no compound; Potency, µM (highest dose often 57.5 µM), for inactives: top-dose activation, actives largely listed as activators; 0.34% of 260,000 active; AID 1631, 2009; further: potency means the concentration at half of the fitted maximal effect; on the % scale 0 is the no-effect control and ±100 the full control effect; nearly all actives have a fitted effect of over 55% in size
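Purified hPK-M2 (>95%) run at intermediate activity with 0.1 mM ADP and 0.5 mM PEP in 50 mM imidazole pH 7.2, KCl, MgCl2; 1 h room temperature. ATP formed read by Kinase-Glo luminescence; normalized to uninhibited and no-enzyme controls.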
The depositor's hits bear a star; i = inactive; ? = inconclusive; . = no result given; [ ] = another dose, or the depositor's remark. Unless noted, the call rests on the fitted dose curve; in most records, active means well fitted curve in the direction sought with a large enough effect; inconclusive means small, poorly fitted or top-dose-only effect, or another doubt; inactive means no such curve, though single readings can be large; an effect the other way counts as inactive or inconclusive. An excerpt; count on the stated rates, not on these rows.

SMILES	Menin-MLL TR inh	MLL CXXC-DNA inh	USP2a block	Coupling enz	Giardia kill	GALK inh	TRPV1 agonist	B2AR arrestin	KCNH2 WT inh	KCNH2 3.1 inh	PKM2 act
OCCNc1nc(-c2ccccc2)c2ccccc2n1	4%	-11%	2%	-2	5	2%	2	-0.4%	-21	2	0%
COc1ccccc1NC(=O)N1CCc2[nH]c3ccc(F)cc3c2C1	?	-4%	0%	-10	8	3%	-2	0.5%	-1	-2	6%
O=C(CN1CCN(S(=O)(=O)c2ccccc2)CC1)Nc1ccnn1C1CCCC1	.	.	-8%	.	2	.	-1	-1.2%	1	1	.
COc1ccc(-c2nc(-c3ccccc3)c(-c3cc([N+](=O)[O-])ccc3C)[nH]2)cc1OC	5%	11%	6%	-17	-17	1%	-1	-0.3%	-5	-12	-1%
O=C(CCn1cnc2ccccc2c1=O)Nc1ccc2c(c1)OCCO2	25%	-4%	1%	-2	-1	-2%	2	0.3%	12	2	-6%
CC(=O)O[C@H]1CC[C@@]2(C)[C@@H](CC[C@@H]3[C@@H]2CC[C@]2(C)[C@@H](C(C)(C)O)C[C@@H]32)C1	.	.	0%	.	-1	.	-6	0.2%	1	0	.
C=C1CCC[C@]2(C)C[C@H]3OC(=O)C(CNCCN(C)C)[C@H]3CC12 (stereo partly specified)	-25%	12%	2%	1	25	0%	-4	0.1%	-4	6	.
Cc1cc(C)c(C#N)c(N2CCN(CCOc3ccc(Cl)cc3)CC2)n1	-2%	-3%	1%	1	-3	-1%	-1	-0.2%	8	-43	7%
COc1ccc(N2CCOCC2)c(NC(=O)c2cccs2)c1	.	1%	1%	.	-2	7%	9	0.5%	1	-2	-5%
O=C(C1CCCO1)N1CCN(C(=S)Nc2ccc(Cl)c(Cl)c2)CC1 (stereo unspecified)	1%	5%	0%	-3	13	1%	8	-0.2%	i	-1	0%
CCn1c(C)nc2cc(C(=O)OCCC(F)(F)F)ccc21	-5%	1%	4%	-11	9	3%	-2	-1.1%	-12	-4	-3%
CCCCN(C(=O)c1cccc(S(=O)(=O)N(C)c2ccc(C)cc2)c1)c1c(N)n(CCCC)c(=O)[nH]c1=O	.	.	0%	.	13	.	-3	-0.7%	-7	-6	.
Cc1cccc(-n2nnnc2SCC(=O)NC2CCCC2)c1	.	.	2%	.	8	.	.	-0.1%	4	20	.
Cn1nccc1C(=O)Nc1ccc(S(=O)(=O)N2CCCC2)cc1	.	13%	1%	.	14	4%	12	3.4%	4	3	-2%
Cc1ccc(NC(=O)CSc2nc3ccccc3c(=O)n2CCCC(=O)N2CCCC2)cc1	-21%	2%	2%	-1	5	-1%	2	0.2%	0	-24	1%
CCCCC(=O)N/N=C(\C)CC(=O)Nc1ccccc1Br	3%	-2%	4%	3	-2	2%	7	-0.7%	3	-1	-3%
O=C1Nc2ccccc2Oc2cc([N+](=O)[O-])cc(Oc3ccccc3)c21	11%	0%	0%	7	-8	.	4	3.4%	12	-50	4%
Cc1ccc(S(=O)(=O)NNC(=O)CCC(=O)Nc2ccc(C)cc2C)cc1	9%	16%	1%	0	-9	.	-4	-0.3%	-8	-10	0%
COc1ccc(CCN(C)C(=O)CN2C(=O)NC3(CCCCC3C)C2=O)cc1OC (stereo unspecified)	.	.	-1%	.	-8	.	3	0.0%	-1	4	.
O=C(COc1ccc(S(=O)(=O)N2CCOCC2)cc1)NCC1CCCO1 (stereo unspecified)	-2%	1%	0%	-1	7	0%	3	-0.3%	-11	1	0%
Cc1c(C(=O)N/N=C/c2ccc(Cl)cc2)[nH]c2ccc(Cl)cc12	?	-7%	2%	-1	-14	-2%	21	-0.4%	3	-4	-3%
COc1cc(-c2nnc(COC(=O)c3cc(C)nc4ccc(C)cc34)o2)cc(OC)c1OC	?	34%[activator]	3%	0	-3	-1%	0	-0.3%	-2	0	18%
N[C@@H](Cc1ccccc1)C(=O)N1CCC(C(=O)NCC(=O)NCC(=O)O)CC1	-19%	3%	-1%	0	8	2%	4	-0.3%	-7	-1	.
COC(=O)N/N=C/c1ccc(-c2ccc(Cl)cc2Cl)o1	.	-4%	-1%	3	11	-1%	5	-1.3%	4	7	-6%
CCCCn1c(N)c(N(CCOC)C(=O)COC(=O)/C=C/c2ccc(Br)cc2)c(=O)[nH]c1=O	.	-2%	3%	.	-19	-3%	4	-0.2%	2	.	-7%
SMILES	Menin-MLL TR inh	MLL CXXC-DNA inh	USP2a block	Coupling enz	Giardia kill	GALK inh	TRPV1 agonist	B2AR arrestin	KCNH2 WT inh	KCNH2 3.1 inh	PKM2 act
N/C(=N/OCC(=O)Nc1cccc2ccccc12)c1nonc1N	10%	-1%	1%	-2	-23	3%	29	-0.2%	-11	3	-5%
COc1ccc(Oc2ccccc2C=O)cc1	-4%	-13%	1%	-1	7	1%	-1	-0.4%	-12	35	-2%
COc1ccc(N2CCN(C(=O)Cn3cncn3)CC2)cc1	4%	8%	3%	0	16	1%	2	-0.3%	-2	-5	-1%
COc1ccccc1C1CC(=O)Oc2cc(C)c(Cl)c(C)c21 (stereo unspecified)	17%[94.6 µM]	.	3%	-8	5	.	.	2.9%	-13	-7	.
CCN(CC)C(=O)CSC1=N/C(=C/c2ccco2)C(=O)N1c1ccc(OC)c(Cl)c1	15%	9%	2%	-1	-18	3%	9	3.8%	6	-2	24%
Cc1cccnc1CNC(=O)C1CCC(=O)N(CCc2cccc(F)c2)C1 (stereo unspecified)	-17%	6%	0%	0	-11	-2%	-1	-1.4%	6	10	.
COc1ccc(N(C(C)C(=O)N2CCCC2)S(C)(=O)=O)cc1 (stereo unspecified)	14%	-8%	2%	3	-15	4%	1	-0.3%	12	7	-4%
O=C(NCCCN1CCN(c2ccccc2F)CC1)Nc1ccccc1[N+](=O)[O-]	11%	6%	1%	2	-13	12%	3	0.2%	34	-31	-7%
O=C1C=C(c2cc(C(F)(F)F)cc(C(F)(F)F)c2)C[C@@H](c2ccc3c(c2)OCO3)C1	.	.	0%	.	-10	.	?	-0.9%	4	-10	.
CCOC(=O)c1ccc(NC(=O)c2cnccn2)cc1	1%	9%	-4%	2	-6	-2%	19	0.1%	4	12	-13%
COc1ccc(/C=C(/NC(=O)/C=C/c2ccccc2)C(=O)NCCCCCC(=O)O)cc1	.	-11%	7%	0	13	0%	3	-0.4%	0	29	1%
O=C(NC1CCS(=O)(=O)C1)/C(=C\c1ccc(F)cc1)NC(=O)c1ccccc1 (stereo unspecified)	7%	1%	1%	2	1	-1%	3	-0.2%	0	-10	5%
C/C(=N/O)c1ccc2c(c1)OCCOCCOc1cc(/C(C)=N/O)ccc1OCCOCCO2	-14%	?	1%	4	6	-3%	-3	-0.8%	-42	-74*	-1%
COc1ccc(-c2cn3nc4c(nc3n2)CCCC4)cc1	-13%	?	11%	-2	10	2%	1	0.2%	-3	.	-20%
CC1CCc2ccccc2N1C(N)=Nc1ccccc1 (stereo unspecified)	-16%	8%	-3%	1	12	10%	-2	-0.4%	-4	-3	-1%
O=C(COC(=O)CCCOc1ccccc1)NC1CCS(=O)(=O)C1 (stereo unspecified)	.	.	1%	.	5	.	5	-0.3%	-10	8	.
CCOC(=O)C1CCN(C(=O)CCc2nnc3ccc(N4CCN(C)CC4)nn23)CC1	-3%	7%	2%	1	6	0%	-1	0.0%	-4	10	0%[0.46 µM]
COc1ccccc1Oc1ncnc2c1oc1ccccc12	0%	-2%	0%	-2	-21	-2%	7	0.4%	-8	14	-11%
O=c1c2cc(Br)ccc2nc(-c2cccc(Cl)c2)n1O	39%[activator]	8%	-9%	-3	-17	5%	10	-0.6%	-4	8	.
COCCCNc1nc2c(c(=O)[nH]c(=O)n2C)n1CC(O)COc1cccc(C)c1 (stereo unspecified)	0%	0%	-1%	2	1	5%	-3	0.1%	1	14	-1%
COc1ccccc1Oc1ccc2c(c1)C(=O)N(c1cccc3ncccc13)C2=O	6%	?	2%	3	0	1%	0	-0.4%	-2	-8	-2%
CCOc1ccc(S(=O)(=O)N2CN(c3cccc(C(C)=O)c3)c3nc4ccccc4nc32)cc1	.	.	-1%	.	-12	.	.	0.8%	-4	-23	.
